# GPR55 LPI antagonism – inhibition of LPI-stimulated GPR55 beta-arrestin translocation – imaging, U2OS, beta-arrestin-GFP, LPI agonist, primary screen (AID 2013); U2OS GPR55 beta-arrestin-GFP translocation imaging, LPI antagonism; higher % means a stronger effect; inhibition, % at 10 µM; hits with a dose series show IC50 in µM; 0.13% of 290,000 active;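 active = spots per cell inhibited over 60%, with over 100 cells counted and total cytoplasm intensity under 500,000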;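 note: U2OS cells stably carrying GPR55 and arrestin-GFP stimulated by 5 µM LPI near EC80; imaged beta-arrestin-GFP aggregate spots per cell after agonist stimulation; plate controls were LPI-stimulated DMSO wells for no effect and DMSO wells without LPI for full effect; some results filed as inactive read as strong as hits; confirmed hits need IC50 under 10 µM and bright autofluorescent wells are also inconclusive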
# NOD1 inhibition – NOD1 signaling inhibitors, primary screen, cell-based, luminescence, uHTS (AID 1578). 1% of 290,000 active. inhibition, % at 4 µM; hits with a dose series show EC50 in µM. NOD1-driven NF-kB luciferase reporter cells, luminescence; higher % means a stronger effect; in the data active = inhibition mostly above about 36%, no sharp cut-off; inactive = mostly below about 34%;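 note: HEK-293T reporter cells stimulated with the NOD1 agonist gamma-tri-DAP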
# HEK293 NOD2/NF-kB – inhibition of NOD2-driven NF-kB reporter – cell-based, luminescence, uHTS, HEK293 (AID 1566); HEK293 NOD2/NF-kB luciferase reporter, luminescence; higher % means a stronger effect; inhibition, % at 4 µM; hits with a dose series show EC50 in µM; 0.63% of 290,000 active; note: many of its hits are not listed in these tables
# Myeloid diff 2 – promotes myeloid progenitor differentiation. 1% of 360,000 active. ER-HoxA9 myeloid progenitors, lysozyme-GFP differentiation, flow cytometry. calls only at 10 µM. AID 624256;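 active = normalized GFP-positive differentiation at or above the plate's own cutoff, the solvent-only control mean plus 3 SD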;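 note: cells exposed to compound for four days before flow analysis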
# T cell HTS – T cell immune modulation candidate | 0.068% of 330,000 active | calls only at 7 µM | AID 2052 | 2C CD8+ T cell-vesicle binding, flow cytometry; hits give low values;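 active = response, share of CD8 T cells binding vesicles, and their 90th percentile fluorescence all below set limits, cut at about 80% in these data, passing the limit was not always enough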
#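 Assay system: 2C TCR transgenic mouse naive CD8+ T cells, MACS-purified | Read-out: CD8+ gate FL2 mean fluorescence as % of same-row positive control | Signal: High-throughput flow cytometry with anti-B7-1 and anti-CD8 staining | Timing: Binding step 1.5 h, 37 °C, antibody labelling 20 min, ice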
# KOR beta-arrestin-1 – kappa opioid receptor activators – cell-based, luminescence, uHTS, primary screen (AID 1777) | KOR beta-arrestin recruitment, luminescence; higher % means a stronger effect | 0.02% of 280,000 active | activation, % at 10 µM; hits with a dose series show EC50 in µM; in the data active = activation above about 50%, passing the limit was not always enough; note: a part of the inactive calls stands beside numbers as strong as those of hits
# KOR beta-arrestin-2 – kappa opioid receptor blockers – cell-based, luminescence, uHTS (AID 1778) | KOR beta-arrestin recruitment, luminescence, antagonist mode; higher % means a stronger effect | one-dose inhibition, % at 10 µM; IC50 in µM for titrated hits | 0.091% of 290,000 active; note: strong numbers were not always called active
# NTR1 ag – agonists of NTR1, primary screen, imaging, U2OS cells, beta-arrestin-GFP, high content (AID 493036) | P30989 | NTR1-U2OS beta-arrestin-GFP spot imaging, agonist mode | activation, % at 20 µM | 0.17% of 330,000 active;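 active = activation at or above 40% of the spot to cytoplasm intensity ratio, with at least 20 cells analyzed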;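 note: 0% = DMSO without peptide and 100% = 100 nM NTR1 peptide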
# Target sequence (P30989 whole entry, looked up): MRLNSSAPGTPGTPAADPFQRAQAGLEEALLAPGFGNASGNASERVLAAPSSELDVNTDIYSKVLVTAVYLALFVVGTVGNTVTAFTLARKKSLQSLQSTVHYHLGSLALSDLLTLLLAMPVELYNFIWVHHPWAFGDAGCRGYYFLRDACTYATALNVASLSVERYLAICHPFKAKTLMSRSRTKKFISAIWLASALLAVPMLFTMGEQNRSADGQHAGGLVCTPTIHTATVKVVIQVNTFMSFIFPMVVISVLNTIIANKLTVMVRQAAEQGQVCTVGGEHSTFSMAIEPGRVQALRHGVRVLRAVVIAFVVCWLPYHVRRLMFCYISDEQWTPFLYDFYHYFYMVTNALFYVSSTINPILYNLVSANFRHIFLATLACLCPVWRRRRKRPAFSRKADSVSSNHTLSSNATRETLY
# GPR55 beta-arrestin – GPR55 agonists via beta-arrestin recruitment, primary screen, imaging, U2OS cells, beta-arrestin-GFP redistribution (AID 1961). activation, % at 10 µM, or EC50 in µM where a hit was titrated. U2OS GPR55 beta-arrestin-GFP redistribution imaging; higher % means a stronger effect. 0.048% of 290,000 active;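 active = activation above 40% with more than 50 cells counted in the well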;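 note: U2OS osteosarcoma cells stably expressing GPR55 and beta-arrestin-GFP; plate controls were DMSO negative control for no effect and LPI positive control for full effect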
# T cell HTS vesicle-bound % – also measured in T cell HTS; calls as there; double positive events, %; measured here: CD8+ vesicle-bound cell fraction;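 binding gate set so that unloaded-vesicle control wells show 10% double positive cells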
# NTR1 ag cell count 20 µM – recorded beside NTR1 ag, whose call it bears; cell count; measured here: cell count, cytotoxicity flag
# Myeloid diff 2 GFP+ MAC1+ % – further read-out of Myeloid diff 2, marked with its call; GFP+ MAC1+ double positive, %; measured here: differentiation confirmed by MAC1 staining
# * marks the source's active call; other numbers are inactive results; i = inactive; . = not tested or not shown; + = active, no number; [ ] = dose if it differs, or a comment. Cut-off read from the data, not from the text of the source, unless noted: active = inhibition above about 50%; inactive = the rest. A portion of the library; count on the stated rates, not on these rows.
SMILES,GPR55 LPI antagonism,NOD1 inhibition,HEK293 NOD2/NF-kB,Myeloid diff 2,Myeloid diff 2 GFP+ MAC1+ %,T cell HTS,T cell HTS vesicle-bound %,KOR beta-arrestin-1,KOR beta-arrestin-2,NTR1 ag,NTR1 ag cell count 20 µM,GPR55 beta-arrestin
COc1ccc(C2C(C(=O)Nc3cc(C)on3)c3ccccc3C(=O)N2C)cc1 (configuration not stated),19%,-6%,5%,i,3.1,i,12,-2.0%,10%,-2.3,102,-0.1%
CCOC(=O)CNC(=O)N1CCCC(CCC(=O)NCc2ccc(F)c(F)c2)C1 (configuration not stated),10%,-12%,-4%,i,0.6,i,37,0.5%,4%,0.0,97,0.2%
CC(NC(=O)C12CC3CC(CC(C3)C1)C2)C(=O)NCCN(C)C (configuration not stated),17%,-4%,13%,i,0.6,i,16,-1.1%,19%,0.4,63,-0.2%
COc1ccc(C)cc1S(=O)(=O)N(C)CC(=O)NCc1ccccn1,12%,-9%,-5%,i,0.7,i,30,1.6%,-10%,0.6,44,-0.1%
Cc1cc(C)c2nc(NC(=O)c3cccc(S(=O)(=O)N4CCc5ccccc54)c3)sc2c1,7%,30%,11%,i,1.1,i,57,0.4%,-21%,5.6,71,0.8%
Cc1snc(S(=O)(=O)/C(C#N)=N/Nc2cccc(C(F)(F)F)c2)c1C#N,-9%,-6%,-26%,i,2.3,i,30,6.9%,14%,-0.3,48,-0.1%
CC(C)c1cc(CNC(=O)C2CCC(=O)N(Cc3ccccc3F)C2)on1 (configuration not stated),8%,-14%,14%,i,0.9,i,27,1.7%,1%,0.2,61,0.3%
CC(C(=O)NCc1ccco1)n1nc(-c2ccccc2)c2cc(Cl)ccc21 (configuration not stated),-9%,10%,-10%,i,1.2,i,38,22%,-9%,11,70,0.3%
COc1ccc(OC)c2c1cc(C(=O)N[C@H](C(=O)N1CCC[C@H]1C(=O)O)C(C)C)n2C,-7%,-19%,15%,i,1.4,i,18,-1.3%,-36%[20 µM],-1.3,85,-0.1%
CCOC(=O)CNC(=O)CN1CCC(c2nc3ccccc3[nH]2)CC1,0%,1%,4%,i,1.4,i,34,5.5%,-32%,0.0,70,0.3%
Cc1ccc(SCCC(=O)NCCSCc2ccccc2C)cc1,9%,-35%,-4%,i,1.3,i,46,1.5%,3%,4.7,42,1.0%
CSCCC(N=C(NS(=O)(=O)c1ccc(C)cc1)c1ccccc1)C(=O)O (configuration not stated),9%,-4%,1%,i,1.0,i,34,1.7%,37%,1.3,51,-0.1%
CCCC(=O)N(c1ccc2oc(C)c(C(C)=O)c2c1)S(=O)(=O)c1ccc(C(=O)O)cc1,-2%,4%,1%,i,0.3,i,27,-2.4%,2%,-0.8,45,-0.1%
CCc1nc(N2CCN(C(C)=O)CC2)c2c3c(sc2n1)CCCC3,-1%,-40%,21%,i,0.2,i,38,-1.9%,9%[20 µM],3.2,74,-0.2%
CS(=O)(=O)N1CCN(C(=O)c2ccccc2)C1,2%,-11%,-11%,i,1.2,i,8,3.0%,23%,-1.3,43,0.1%
CC(C)NS(=O)(=O)c1ccc(OCC(=O)NCc2cccnc2)cc1,18%,-6%,14%,i,0.2,i,5,-3.5%,2%,0.9,54,0.2%
CCCn1c(N)c(N(CCOC)C(=O)c2cc3c(s2)CCCCC3)c(=O)[nH]c1=O,23%,-11%,12%,i,2.8,i,20,-2.2%,18%,0.5,60,-0.1%
CCN(CC)c1ccc(/C=N/N2CCN(c3ccccc3OC)CC2)cc1,-6%,-10%,3%,i,0.6,i,46,7.2%,-7%,4.2,63,-0.1%
CSc1nc2sc3c(c2c2nnnn12)CCC3,-24%,-10%,1%,.,.,.,.,-5.0%,-18%,.,.,0.3%
COc1cc(OC)cc(C(=O)N[C@H](C(=O)OCC(=O)Nc2ccc(F)c(F)c2)C(C)C)c1,7%,-12%,-20%,i,0.5,i,56,7.1%,-8%,3.5,74,0.2%
CCC1Oc2ccc(C)cc2N(CC(=O)NCCCN2CCCC2)C1=O (configuration not stated),10%,-38%,-13%,i,1.2,i,30,4.4%,-25%,9.0,36,0.3%
COc1ccc(NC(=O)COc2ncnc3ccccc23)cc1S(=O)(=O)N1CCOCC1,6%,-59%,13%,i,0.2,i,50,-2.5%,6%,1.3,55,-0.6%
CCOc1ccc(CC(=O)Nc2ccc(S(=O)(=O)N3CCCC3)cc2)cc1,17%,2%,3%,i,1.3,i,12,8.0%,0%,0.7,57,-0.1%
CC(C)c1nnc(SCC(=O)N2CCc3ccccc32)n1N,17%,-28%,-1%,i,0.6,i,1,0.0%,-50%,-0.1,61,-0.3%
Cc1c(N/C=C/C(=O)c2ccc(Cl)cc2)c(=O)n(-c2ccccc2)n1C,2%,-3%,5%,i,1.0,i,15,-6.7%,10%,-0.6,52,0.2%
Cc1sc2nc(COC(=O)c3cccc(S(=O)(=O)N(C)c4ccccc4)c3)[nH]c(=O)c2c1C,-4%,18%,-27%,+,0.6*,i,28,-1.6%,-20%[20 µM],2.8,58,-0.1%
O=C(CN1C(=O)c2ccccc2S1(=O)=O)c1ccc(Cl)cc1Cl,42%,9%,32%,i,0.9,i,21,2.6%,-12%,0.3,46,-0.1%
OCC1(CC2CCCCO2)CCN(Cc2ccccc2-c2ccco2)CC1 (configuration not stated),13%,-40%,-6%,i,0.2,i,65,2.4%,-6%,0.5,42,-0.3%
COc1ccc(N(C)S(=O)(=O)c2cccc(C(=O)N(C)Cc3ccc(C)o3)c2)cc1,-15%,-9%,-1%,i,0.0,i,65,-0.5%,17%,0.9,51,-0.5%
O=C(O)CCc1ccc(-c2cccs2)o1,5%,1%,13%,i,3.7,i,28,-5.2%,34%,0.5,58,0.0%
C/C(=N\NC(=O)C(=O)N/N=C(\C)c1cccc(O)c1)c1cccc(O)c1,-9%,-10%,4%,i,0.4,i,32,-3.9%,14%[20 µM],2.3,56,0.2%
Cc1cc(S(=O)(=O)NCC(C)C)ccc1OCC(=O)N1CCOCC1,14%,-22%,11%,i,0.6,i,46,-2.3%,20%,0.9,73,0.6%
Cc1ccc(N(C(=O)CCC(=O)Nc2ccccn2)C(C(=O)NC(C)C)c2ccc(F)cc2)cc1 (configuration not stated),0%,-16%,-4%,i,2.1,i,45,5.9%,-5%,-0.7,66,0.7%
COCCCn1c(SCC(=O)NC2CCCC2)nnc1-c1ccncc1,-12%,-18%,2%,i,1.1,i,40,8.8%,-8%,-0.1,62,0.2%
Cc1onc(-c2c(F)cccc2Cl)c1C(=O)Nc1sc2c(c1C(N)=O)CCC2,2%,45%,-15%,i,1.1,i,30,0.8%,-10%,8.4,50,-0.1%
O=C(CC1(O)C(=O)Nc2ccccc21)c1ccc2c(c1)OCO2 (configuration not stated),27%,-6%,-9%,i,12,i,37,1.7%,-5%,0.2,43,0.2%
Cc1ccc(-n2ncc3c(SCc4ccccn4)ncnc32)c(C)c1,13%,12%,-28%,i,1.6,i,56,-1.0%,-23%,0.9,60,0.0%
Cc1cccc(NC(=O)CS(=O)(=O)c2cn(CC(=O)N3CCOCC3)c3ccccc23)c1,5%,-33%,11%,i,0.3,i,52,-2.5%,11%,0.1,61,-0.2%
O=C(c1cnn2c(C(F)(F)F)cc(-c3ccc4c(c3)OCO4)nc12)N1CCCC1,23%,6%,7%,i,1.5,i,40,9.5%,33%,0.2,98,0.0%
O=C(c1cccs1)n1cc(C(=S)N2CCOCC2)c2ccccc21,-13%,-9%,-22%,i,0.4,i,34,-4.2%,-32%,2.0,66,-0.4%
Cc1cnc(C(=O)OCC(=O)N2CCN(C(=O)c3ccco3)CC2)cn1,-12%,9%,12%,i,0.6,i,14,3.0%,22%,-0.2,64,-0.2%
COc1ccc(OC)c(NC(=O)C2COc3ccccc3O2)c1 (configuration not stated),4%,-18%,14%,i,0.4,i,30,-0.9%,-8%,0.6,37,-0.3%
Cc1oc2cc3oc(=O)c(CCC(=O)NCCCN4CCOCC4)c(C)c3cc2c1C,1%,-34%,22%,i,1.6,i,42,-5.3%,-38%[20 µM],36,94,1.8%
COc1ccccc1CNC(=O)C1CCCN(S(=O)(=O)c2ccc3c(c2)CC(C)N3C(C)=O)C1 (configuration not stated),-3%,-8%,17%,i,0.4,i,13,2.8%,-17%,-0.2,77,0.2%
COc1cccc(C(=O)C2CCCN(Cc3cccc(OCCO)c3)C2)c1 (configuration not stated),-2%,-15%,11%,i,0.7,i,58,2.6%,-16%[20 µM],0.3,68,-0.4%
Cc1nn(Cc2ccccc2)c(C)c1NC(=O)c1cc(-c2ccco2)on1,8%,-10%,16%,i,0.6,i,35,-2.6%,9%,-0.3,54,-0.2%
Cc1cc(C)cc(NC(=O)C(Nc2ccccc2)c2ccccc2)c1 (configuration not stated),-2%,-27%,-20%,i,0.1,i,60,-2.1%,-35%,0.0,94,0.6%
COc1ccccc1N(C)S(=O)(=O)c1ccc(C(=O)OCC(N)=O)cc1,5%,-23%,13%,i,0.0,i,62,-2.8%,-20%,-0.1,39,0.2%
Cc1ccc(NC(=O)c2ccc3c(c2)OCO3)cc1Cl,15%,-74%,-152%,i,0.5,i,38,3.1%,-41%[20 µM],1.8,46,-0.1%
COc1ccc(N2C(=O)CC(N3CCC(O)(c4ccc(Cl)cc4)CC3)C2=O)cc1 (configuration not stated),-14%,-23%,-10%,i,0.8,i,13,-2.9%,7%,-2.0,64,-0.1%
O=C(CN1C(=O)NC2(CCCC2)C1=O)Nc1ccccc1-c1ccccc1,-1%,-9%,4%,i,0.2,i,57,0.1%,21%,0.0,68,-0.1%
CCOC(=O)C1=C(O)C(=O)N(Cc2ccccc2)C1,13%,4%,28%,i,0.7,i,6,1.7%,20%,0.2,106,-0.1%

# Source: PubChem BioAssay (several laboratories)
